Screening data deposited in PubChem by Sanford-Burnham Center for Chemical Genomics.
HT1080 cytotoxicity: cytotoxicity in HT1080 fibrosarcoma cells, cell-based, fluorescence readout (AID 620). HT1080 viability, fluorescence; higher % means a stronger effect. cytotoxicity, % at 10 µM, or EC50 in µM where a hit was titrated. 0.42% of 87,000 active; in the data active = cytotoxicity above about 50%;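 note: cells exposed to compound overnight then 4 h with Alamar Blue; 0% = vehicle DMSO and 100% = killing control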
* = called active by the depositor. An excerpt. The share of hits here may be higher or lower than overall.

Start of the listing, in advance (three entries):
CN(CC(N)=O)S(=O)(=O)c1ccc(F)cc1 was read as HT1080 cytotoxicity 1%.
For C[N+]12CCCCC1C(COC(=O)c1ccc3c(c1)OCO3)CCC2 (stereo unspecified) the results were HT1080 cytotoxicity 7%.
Screening O=c1c(Oc2ccccc2Br)c(C(F)(F)F)oc2c(CN3CCCC3)c(O)ccc12 returned HT1080 cytotoxicity -6%.

The whole of this part, previewed entries included:
CN(CC(N)=O)S(=O)(=O)c1ccc(F)cc1 was read as HT1080 cytotoxicity 1%.
For C[N+]12CCCCC1C(COC(=O)c1ccc3c(c1)OCO3)CCC2 (stereo unspecified) the results were HT1080 cytotoxicity 7%.
Screening O=c1c(Oc2ccccc2Br)c(C(F)(F)F)oc2c(CN3CCCC3)c(O)ccc12 returned HT1080 cytotoxicity -6%.
Screening c1coc(CNCCCN2CCOCC2)c1 returned HT1080 cytotoxicity 3%.
Screening CSc1ncc2c(n1)-c1cc(C)ccc1SC2 returned HT1080 cytotoxicity -3%.
`Cn1c(=O)oc2cc(S(=O)(=O)NCc3ccccc3)ccc21` gave HT1080 cytotoxicity 3%.
For CC(=O)N1[C@H](Cc2ccccc2)C=C[C@]1(C)C(=O)O the results were HT1080 cytotoxicity 7%.
`CN(C)S(=O)(=O)c1cccn1-c1ncc(C(F)(F)F)cc1Cl` gave HT1080 cytotoxicity -2%.
Screening COCCCNC(=O)c1c(NC(=O)C2COc3ccccc3O2)sc2c1CCCC2 (stereo unspecified) returned HT1080 cytotoxicity -7%.
`CN(Cc1ccccc1)c1nc2c(c(=O)[nH]c(=O)n2C)n1CCSc1ncccn1` gave HT1080 cytotoxicity -18%.
For COC(=O)c1ccc(Oc2nc(N(C)C)nc(N3CCOCC3)n2)cc1 the results were HT1080 cytotoxicity -8%.
Screening CCn1c(COc2ccc3c(c2)OCO3)nnc1SCC(=O)c1ccc(Cl)cc1 returned HT1080 cytotoxicity -6%.
CCOc1ccc(-c2cnc3n2CCC3)cc1 was read as HT1080 cytotoxicity -1%.
For CCN(CC)S(=O)(=O)c1cccc(C(=O)N[C@H](C(=O)OCC(=O)NC(=O)NC)C(C)C)c1 the results were HT1080 cytotoxicity -1%.
`Cc1ccc(Sc2ncnc3onc(C)c23)cc1` gave HT1080 cytotoxicity -13%.
COc1ccc(N2C(=O)CCC2(C#N)c2ccc(Br)cc2)cc1 (stereo unspecified) was read as HT1080 cytotoxicity -3%.
`O=C(CN(c1ccc(F)cc1)S(=O)(=O)c1ccc2c(c1)OCCO2)Nc1ccccc1` gave HT1080 cytotoxicity -3%.
For CCOC(=O)c1c(C)[nH]c(N=Nc2cccc(C)c2)c1C the results were HT1080 cytotoxicity 2%.
`Cc1ccc(O)c(C(=O)c2cnc3c(c2)COc2ccccc2-3)c1` gave HT1080 cytotoxicity 20%.
CN1CC(c2ccccc2)C2(SC(=S)N(Cc3ccco3)C2=O)C12C(=O)Nc1ccccc12 (stereo unspecified) was read as HT1080 cytotoxicity 12%.
COc1ccc(C2=NOC(C(=O)NCc3ccccn3)C2)cc1 (stereo unspecified) was read as HT1080 cytotoxicity -7%.
CN(CC(=O)OCC(=O)Nc1ccccc1)S(=O)(=O)c1ccc(Cl)cc1 was read as HT1080 cytotoxicity 2%.
Screening COc1cccc(OCCCN2CCN(S(=O)(=O)c3ccc(NC(C)=O)cc3)CC2)c1 returned HT1080 cytotoxicity -7%.
For Cc1cc(NC(=O)CN2C(=O)NC(C)(c3ccccc3)C2=O)no1 (stereo unspecified) the results were HT1080 cytotoxicity 0%.

Part of the list above in order of SMILES length, smallest number first:
CCOc1ccc(-c2cnc3n2CCC3)cc1 was read as HT1080 cytotoxicity -1%.
COc1ccc(C2=NOC(C(=O)NCc3ccccn3)C2)cc1 (stereo unspecified) was read as HT1080 cytotoxicity -7%.
`Cc1ccc(O)c(C(=O)c2cnc3c(c2)COc2ccccc2-3)c1` gave HT1080 cytotoxicity 20%.
CN1CC(c2ccccc2)C2(SC(=S)N(Cc3ccco3)C2=O)C12C(=O)Nc1ccccc12 (stereo unspecified) was read as HT1080 cytotoxicity 12%.

Carrying on.
For COC(=O)c1cc(C(=O)OC)n(Cc2ccc(Br)cc2)n1 the results were HT1080 cytotoxicity -2%.
`COc1ccc2c(c1)c1nc3ccccc3nc1n2CC(=O)OC(C)C` gave HT1080 cytotoxicity 15%.
`COc1cc2c(cc1OC)CN(C(C)C(=O)N1CCc3ccccc31)CC2` (stereo unspecified) gave HT1080 cytotoxicity -1%.
CC1CC(C)CN(C(=O)Cn2c(-c3nonc3N)nc3ccccc32)C1 (stereo unspecified) was read as HT1080 cytotoxicity -9%.
For Cn1c(SCC#N)nnc1-c1cnccn1 the results were HT1080 cytotoxicity 10%.
Screening CCC(=O)Nc1ccc(N2CCC(C)CC2)cc1 returned HT1080 cytotoxicity 3%.
CCOC(=O)c1sc(C)c2c1NC1(CCCCCC1)NC2=O was read as HT1080 cytotoxicity 17%.
For COc1cc(S(=O)(=O)n2nc(C)cc2C)c(OC)cc1Cl the results were HT1080 cytotoxicity -18%.
CC(C)C(=O)Nc1ccc(N2CCCC2)cc1 was read as HT1080 cytotoxicity 32%.
For Cc1ccc(S(=O)(=O)Nc2cccnc2)cc1 the results were HT1080 cytotoxicity 5%.
For O=C(O)CSCc1cn2cc(Cl)ccc2n1 the results were HT1080 cytotoxicity 13%.
For CCOc1cc(S(=O)(=O)N(Cc2ccccc2)Cc2ccccc2)c(OCC)cc1-n1cnnn1 the results were HT1080 cytotoxicity -17%.
Screening c1ccc2c(c1)OCC(c1csc3ncnc(N4CCCCC4)c13)O2 (stereo unspecified) returned HT1080 cytotoxicity -9%.
`Cc1ccc(C2(C(F)(F)F)N=C3Sc4cc(C)ccc4N3C(=O)N2)cc1` (stereo unspecified) gave HT1080 cytotoxicity -4%.
Screening CC1(C)CC2CC(C)(CN2C(=O)COC(=O)c2cc(Cl)cc(Cl)c2N)C1 (stereo unspecified) returned HT1080 cytotoxicity -16%.
Screening N#C/C(=N\Nc1ccc(Cl)cc1)C(=N)N1CCCCC1 returned HT1080 cytotoxicity 15%.
Screening Cc1cc2nnc(SCC(=O)NCc3cccs3)n2c2ccccc12 returned HT1080 cytotoxicity 22%.
Screening COc1ccc2oc(C(F)(F)C(F)F)cc(=O)c2c1 returned HT1080 cytotoxicity -1%.
`CCCc1noc2c1/C(=N\O)CC(c1ccccc1)C2` (stereo unspecified) gave HT1080 cytotoxicity -16%.
For CN(CCCCCCCCC(=O)/C=N/O)Cc1ccccc1 the results were HT1080 cytotoxicity -22%.
`C=CCOc1ccc(CNc2nccs2)cc1OCC` gave HT1080 cytotoxicity -6%.
CC1(C)CC(OC(=O)c2ccccc2)CC(C)(C)N1 was read as HT1080 cytotoxicity 23%.
COc1ccc(-c2nc(C)ncc2-c2csc(C)n2)c(O)c1 was read as HT1080 cytotoxicity 2%.
Screening COc1ccc(Cl)cc1S(=O)(=O)NCc1cccnc1 returned HT1080 cytotoxicity 3%.
For Cc1ccccc1NCc1ccc(O)c2ncccc12 the results were HT1080 cytotoxicity 3%.
Screening CC(C)n1cnc2cc(NCc3ccccn3)ccc21 returned HT1080 cytotoxicity 2%.
`CCOC(=O)c1cc2sccc2n1CC(=O)Nc1ccc(OC)cc1` gave HT1080 cytotoxicity -3%.
For COCCn1nnnc1C(c1ccccn1)N1CCN(c2cccc(C)c2C)CC1 (stereo unspecified) the results were HT1080 cytotoxicity 5%.
For COC(=O)[C@H]1C[C@@H]1[C@H](NS(=O)(=O)c1ccc2ccccc2c1)c1ccccc1 the results were HT1080 cytotoxicity 7%.
`COc1ccc(CC(NC(C)=O)C(=O)NC2CCN(C(=O)c3cnccn3)CC2)cc1` (stereo unspecified) gave HT1080 cytotoxicity -13%.
N/C(=N\OC(=O)/C=C/c1ccccc1)c1ccccc1 was read as HT1080 cytotoxicity 8%.
COC(=O)c1ccc(C(NC(=O)OCc2ccccc2)/C(I)=C/[C@@H](C)C(=O)NCc2cc(C)n(C)n2)cc1 (stereo partly specified) was read as HT1080 cytotoxicity -9%.
`Cc1ccccc1-c1nc(CN2CCC(C(=O)NCc3cccs3)CC2)c(C)o1` gave HT1080 cytotoxicity 7%.
Screening NCCCCCc1nnc(SCc2ccc(Cl)cc2Cl)o1 returned HT1080 cytotoxicity -18%.
CCn1c(SCC(=O)N2CCCCC2C)nnc1-c1ccc(S(=O)(=O)N2CCN(C)CC2)cc1 (stereo unspecified) was read as HT1080 cytotoxicity 3%.
CCCCc1c(CCC)c(=N)c2ccccc2n1C was read as HT1080 cytotoxicity -15%.
Screening C/C(=N\NS(=O)(=O)c1ccc(C)cc1)c1cccs1 returned HT1080 cytotoxicity -6%.
`CC1CN(C(=O)C(c2ccccc2)c2ccccc2)CC(C)O1` (stereo unspecified) gave HT1080 cytotoxicity -1%.
For COc1ccc(C)cc1S(=O)(=O)N(C)CC(=O)NC1CC1 the results were HT1080 cytotoxicity 3%.
`Cc1ccc(N(C)C(=O)N2CCN(S(=O)(=O)c3ccc(C)c(C)c3)CC2)cc1` gave HT1080 cytotoxicity -14%.
CCc1c(C)sc(NC(=O)C2CCCO2)c1C#N (stereo unspecified) was read as HT1080 cytotoxicity 1%.
`CCc1cc2c(=O)nc3n(c2s1)Cc1ccccc1/C3=C(/O)c1ccc(F)cc1` gave HT1080 cytotoxicity -2%.
For CC(C)N(C(=O)CSc1nc2ccccc2n1-c1ccccc1)C(C)C the results were HT1080 cytotoxicity -13%.
Screening CCOP(=O)(O)c1ccccc1OCCOc1ccccc1P(=O)(O)OCC returned HT1080 cytotoxicity 7%.
For CCN1CCN(C(=S)c2ccc(SC)cc2)CC1 the results were HT1080 cytotoxicity -22%.
`C=C1C(=O)C=C2CN(C(=O)c3ccccc3)[C@@](Cc3ccc(F)cc3)(C(=O)OC)[C@@H]12` gave HT1080 cytotoxicity -23%.
Screening Cc1ccc(/C=C(/C#N)C(=O)NC(=O)Oc2ccccc2)cc1 returned HT1080 cytotoxicity 3%.
O=S(=O)(Nc1nc2ccc(S(=O)(=O)N3CCCCC3)cc2s1)c1ccccc1 was read as HT1080 cytotoxicity 17%.
CC1CCN(C(=S)c2ccc(O)cc2)CC1 was read as HT1080 cytotoxicity -5%.
`COCCNC(=O)Nc1ccc2nc(-c3cccs3)c(-c3cccs3)nc2c1` gave HT1080 cytotoxicity 0%.
For O=c1oc2ccccc2c2oc3cc(O)c(O)cc3c12 the results were HT1080 cytotoxicity 10%.
O=C(COc1ccc(S(=O)(=O)NC2CCCCC2)cc1Cl)N1CCN(c2ccccc2)CC1 was read as HT1080 cytotoxicity -10%.
`N#CC1=C(N)Oc2cc(N)ccc2C1c1ccc(F)cc1` (stereo unspecified) gave HT1080 cytotoxicity -1%.
`Cc1csc(Nc2ccccc2C(F)(F)F)n1` gave HT1080 cytotoxicity 20%.
Screening O=C(O)CCc1nn2cnc3sc4c(c3c2nc1=O)CCCC4 returned HT1080 cytotoxicity 6%.
CC(=O)Nc1nc(COc2ccc3ccccc3c2)cs1 was read as HT1080 cytotoxicity -9%.
Screening CC(C)(C)c1ccc(C(=O)N2CCNCC2)cc1 returned HT1080 cytotoxicity -2%.
`CCN(CC)S(=O)(=O)c1cccc(C(=O)N[C@H](C(=O)OCC(N)=O)C(C)C)c1` gave HT1080 cytotoxicity 4%.
`COc1ccc(NC(=O)CSc2nc(O)cc(=O)n2C)cc1` gave HT1080 cytotoxicity -14%.
`Cc1ccc(N=CC2=C(O)CC(C)(C)CC2=O)nc1` gave HT1080 cytotoxicity -6%.
Screening CC1(C)CC2CC(C)(CN2C(=O)Cc2ccccc2)C1 (stereo unspecified) returned HT1080 cytotoxicity -25%.
`COC(=O)c1cccc(C23CC4(C2)[C@H](CN(Cc2cccnc2)[C@@H]4c2ccccc2)C3c2ccccc2)c1` (stereo partly specified) gave HT1080 cytotoxicity -1%.
CC(C)(CO)Nc1nc(N2CCCC2)nc(N2CCCC2)n1 was read as HT1080 cytotoxicity -5%.
For CCc1nnc(NC(=O)CSc2nnc(-c3ccccc3O)n2CC)s1 the results were HT1080 cytotoxicity -12%.
For CCC(CC)C(=O)NCCc1ccc(OC)cc1 the results were HT1080 cytotoxicity -7%.
O=C(c1cc(-c2cccs2)nc2ccccc12)N1CCN(S(=O)(=O)c2cccc(F)c2)CC1 was read as HT1080 cytotoxicity -6%.
Screening O=C(c1ccco1)N1CCN(C(=O)c2ccc(COc3ccc4c(c3)CCC4)o2)CC1 returned HT1080 cytotoxicity -9%.
Screening COc1ccc(S(=O)(=O)N2CCN(C(=O)c3ccco3)CC2)cc1OC returned HT1080 cytotoxicity 10%.
COc1ccc(NC(=O)c2cccnc2Cl)c(S(=O)(=O)N2CCOCC2)c1 was read as HT1080 cytotoxicity -2%.
`CC1CCCN(c2nc3ccccc3nc2C(C#N)S(=O)(=O)c2cccs2)C1` (stereo unspecified) gave HT1080 cytotoxicity -2%.
For CC1(C)N(OCc2ccccc2)C(=O)C(=O)N(OCc2ccccc2)C1(C)C the results were HT1080 cytotoxicity 2%.
CSc1ccccc1C(=O)NCCSc1ccccc1 was read as HT1080 cytotoxicity 2%.

Grouped by structure, the compounds so far with an NH in an aromatic ring
`CN(Cc1ccccc1)c1nc2c(c(=O)[nH]c(=O)n2C)n1CCSc1ncccn1` gave HT1080 cytotoxicity -18%.
For CCOC(=O)c1c(C)[nH]c(N=Nc2cccc(C)c2)c1C the results were HT1080 cytotoxicity 2%.

New compounds follow.
Screening COc1ccc(N2C(=O)CCC(C(=O)NCc3cccnc3)C2c2ccc(OC)c(OC)c2)cc1 (stereo unspecified) returned HT1080 cytotoxicity 24%.
`Cc1ccc(C(=O)Nc2cnc3ccccn3c2=O)cc1` gave HT1080 cytotoxicity 17%.
Screening COc1ccc(NC(=O)CSc2nnc(C)n2Cc2ccccc2)cc1 returned HT1080 cytotoxicity -16%.
`Clc1ccc(OCCn2c(-c3ccco3)nc3ccccc32)cc1` gave HT1080 cytotoxicity -16%.
Screening CCOc1ccc(-n2nc3c(-n4ncc(C#N)c4N)nnc(C)c3c2C)cc1 returned HT1080 cytotoxicity 13%.
Screening CCc1ccc(OCC(=O)Nc2ccc3c(c2)COC3=O)cc1 returned HT1080 cytotoxicity -13%.
For CC1(C)CC2CC(C)(CN2C(=O)COc2cccc3ccccc23)C1 (stereo unspecified) the results were HT1080 cytotoxicity -20%.
